Screening results from PubChem.
MCL1-BIM inh: inhibitors of MCL1 binding to BIM-BH3, primary screen, biochemical, fluorescence polarization; Induced myeloid leukemia cell differentiation protein Mcl-1 (Homo sapiens), Q07820; GST-MCL1 / FITC-Bim-BH3 fluorescence polarization; inhibition, % at 10.9 µM; actives 0.68% (n = 320,000); AID 2057, 2009;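 active = inhibition above the mean inhibition of all tested compounds plus 3 SD, set per campaign, cut at about 40% in these data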;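 note: 0% = DMSO wells and 100% = unlabeled Bim-BH3 peptide control; higher means more loss of mP so more displacement of Bim peptide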
Yeast superoxide: reduction of superoxide in aged yeast, primary screen, HTS | AID 2690, 2010 | superoxide response (% of plate mean), % at 10 µM | S. cerevisiae aged cells, superoxide DHE fluorescence; stronger effect = lower value | actives 0.18% (n = 330,000);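 active = superoxide response under a set limit, about three screen SD below normal, cut at about 65% in these data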;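 note: yeast aged for seven days with compound at 30 °C before DHE staining; 100% = average MFI of all compound-treated wells on the plate with controls excluded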
CIT2-GFP yeast: modulators of CIT2-GFP expression in yeast, primary screen, S. cerevisiae, GFP fusion, multiplex flow cytometry, MLPCN library; S. cerevisiae CIT2-GFP strain, 3 h; 100 means same as DMSO wells; GFP response vs DMSO, % at 10 µM; actives 0.065% (n = 320,000); AID 2029, 2009;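 active = GFP response relative to DMSO above a set limit, near the screen mean plus 3 SD, cut at about 150% in these data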;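 note: ratio of well median GFP fluorescence to mean of DMSO wells on the plate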
VLA-4 inh: inhibition in human VLA-4 binding assay, primary screen, VLA-4 allosteric modulator project, MLPCN library, flow cytometry, VLA-4 expressing cells; Integrin alpha-4 (Homo sapiens), P13612; ligand binding flow cytometry; inhibition, % (about 7 µM as worked out from the volumes in the protocol); actives 0.2% (n = 330,000); in the data active = inhibition above about 50%
BCLXL inh: inhibitors of human Bcl-xL, primary screen, biochemical, fluorescence polarization, HTS; Bcl-2-like protein 1 (Homo sapiens), Q07817; GST-Bcl-xL / FITC-Bim BH3 peptide fluorescence polarization; inhibition, % at 10.9 µM; actives 0.7% (n = 320,000);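 active = inhibition above the mean of all tested compounds plus 3 SD, cutoff set per campaign, cut at about 30% in these data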;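 note: 0% = DMSO wells and 100% = unlabeled Bim-BH3 peptide competitor; inhibitors lower millipolarization by displacing the labeled peptide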
AGP1-GFP MLPCN: modulators of AGP1-GFP expression in yeast TOR pathway, primary screen, cell-based, multiplex flow cytometry, S. cerevisiae, MLPCN library; AID 2066, 2009; 3 h; GFP as percent of DMSO wells; actives 0.02% (n = 320,000); GFP response vs DMSO, % at 10 µM;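 active = GFP response relative to DMSO above a set limit, near screen average plus 3 SD, cut at about 150% in these data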;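 note: median GFP channel fluorescence of the gated AGP1 strain per well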
GLD-1 RNA inh: GLD-1/TGE RNA complex disruptors, primary screen, biochemical, fluorescence polarization | Female germline-specific tumor suppressor gld-1 (Caenorhabditis elegans), Q17339 | purified GLD-1 + fluorescein TGE RNA | inhibition, % at 5.96 µM | actives 0.44% (n = 320,000);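 active = percent inhibition above a per-plate cutoff, the plate mean of test compounds plus 3 SD, cut at about 30% in these data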;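 note: 0% = DMSO wells with GLD-1 and probe and 100% = wells lacking GLD-1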
Target sequence (Q17339 whole entry, looked up): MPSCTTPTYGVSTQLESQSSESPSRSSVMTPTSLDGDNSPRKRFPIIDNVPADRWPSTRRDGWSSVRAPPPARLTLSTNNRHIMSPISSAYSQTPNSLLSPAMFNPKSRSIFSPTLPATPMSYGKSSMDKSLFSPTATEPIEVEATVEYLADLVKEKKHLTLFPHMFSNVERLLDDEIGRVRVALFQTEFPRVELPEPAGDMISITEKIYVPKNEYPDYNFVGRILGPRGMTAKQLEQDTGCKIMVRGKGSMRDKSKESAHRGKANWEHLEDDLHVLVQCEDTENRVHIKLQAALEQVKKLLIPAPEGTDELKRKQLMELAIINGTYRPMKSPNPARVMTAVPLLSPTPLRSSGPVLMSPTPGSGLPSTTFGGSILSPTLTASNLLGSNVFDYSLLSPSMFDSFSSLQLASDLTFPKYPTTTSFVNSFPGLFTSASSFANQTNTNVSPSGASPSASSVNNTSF
GRK2 aptamer HTS: compounds blocking aptamer binding on GRK2 – biochemical, human GRK2, bead flow cytometry, HTS, primary screen; Beta-adrenergic receptor kinase 1 (Homo sapiens), P25098; FAM-aptamer displacement from GRK2; inhibition of aptamer binding, % at 10 µM; actives 0.59% (n = 330,000);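 active = inhibition of aptamer binding above 40%, roughly 3 SD of noise, on plates passing a quality check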;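 note: median bead fluorescence of bound FAM aptamer so fluorescent compounds give negative values; no value below 0 was filed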
MEX-5 binding: MEX-5 zinc finger RNA-binding disruptors – biochemical, C. elegans, fluorescence polarization, MLPCN library, primary screen; actives 0.38% (n = 300,000); Zinc finger protein mex-5 (Caenorhabditis elegans), Q9XUB2; MEX-5/FITC-TCR2 RNA binding; stronger effect = lower value; activity score (negative = inhibition of binding), % at 10 µM; AID 1832, 2009;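 active = inhibition past about -25% in most replicates, and total fluorescence under double the plate's negative control median, limit read from the data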;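 note: 0% = DMSO and -100% = 5 µM competing unlabeled TCR2 RNA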
Target sequence (Q9XUB2 whole entry, looked up): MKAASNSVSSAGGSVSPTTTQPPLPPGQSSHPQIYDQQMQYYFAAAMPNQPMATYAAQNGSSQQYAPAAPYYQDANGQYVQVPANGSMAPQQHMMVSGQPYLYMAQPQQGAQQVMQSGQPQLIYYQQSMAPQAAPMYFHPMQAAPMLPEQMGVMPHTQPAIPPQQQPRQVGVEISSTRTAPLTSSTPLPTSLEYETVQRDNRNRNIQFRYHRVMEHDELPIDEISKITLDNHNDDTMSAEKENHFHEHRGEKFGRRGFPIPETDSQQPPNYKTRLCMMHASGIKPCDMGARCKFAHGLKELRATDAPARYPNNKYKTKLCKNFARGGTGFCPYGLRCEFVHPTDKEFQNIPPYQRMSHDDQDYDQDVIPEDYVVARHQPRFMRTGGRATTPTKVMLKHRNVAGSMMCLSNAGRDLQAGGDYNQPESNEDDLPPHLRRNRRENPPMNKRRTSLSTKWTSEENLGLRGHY
* hit, by the source's call.

`Cc1ccc(C)c(OCCC(=O)OCC(=O)Nc2cc(S(=O)(=O)N3CCCCC3)ccc2C)c1` gave Yeast superoxide 127, CIT2-GFP yeast 111, VLA-4 inh 3, AGP1-GFP MLPCN 112, GLD-1 RNA inh -4 and GRK2 aptamer HTS 2.
`COc1cccc(NC(=O)CN(C)C(=O)c2ccc(NC3CC3)c([N+](=O)[O-])c2)c1` gave MCL1-BIM inh -7, Yeast superoxide 86, CIT2-GFP yeast 85, VLA-4 inh 11, BCLXL inh 3, AGP1-GFP MLPCN 100, GLD-1 RNA inh -3 and GRK2 aptamer HTS 0.
Screening O=C(COC(=O)c1ccccc1C(=O)N1CCN(c2ccc(F)cc2)CC1)NCc1ccccc1 returned MCL1-BIM inh 12, Yeast superoxide 101, CIT2-GFP yeast 97, VLA-4 inh 8, BCLXL inh 11, AGP1-GFP MLPCN 100, GLD-1 RNA inh 12, GRK2 aptamer HTS 0 and MEX-5 binding 0.2.
`CCOP(=O)(OCC)c1nc(-c2cccc3ccccc23)oc1N1CCCCC1` gave MCL1-BIM inh 1, Yeast superoxide 112, CIT2-GFP yeast 93, VLA-4 inh 3, BCLXL inh 6, AGP1-GFP MLPCN 90, GLD-1 RNA inh 3, GRK2 aptamer HTS 0 and MEX-5 binding 0.4.
C=CCn1c(SCc2ccc(C#N)cc2)nnc1-c1cccc(OC)c1 was read as MCL1-BIM inh -21, Yeast superoxide 129, CIT2-GFP yeast 107, VLA-4 inh 0, BCLXL inh -3, AGP1-GFP MLPCN 105, GLD-1 RNA inh 3, GRK2 aptamer HTS 0 and MEX-5 binding -2.4.
`CCCCC(NC(=O)c1ccc(Cl)cc1)C(=O)O` (centres undefined) gave MCL1-BIM inh 6, Yeast superoxide 121, CIT2-GFP yeast 99, VLA-4 inh 3, BCLXL inh 4, AGP1-GFP MLPCN 102, GLD-1 RNA inh 7, GRK2 aptamer HTS 1 and MEX-5 binding -0.1.
`CCCOc1ccc(CNC(=O)Cn2ncc3ccccc32)cc1` gave MCL1-BIM inh 1, Yeast superoxide 102, CIT2-GFP yeast 97, VLA-4 inh 21, BCLXL inh 0, AGP1-GFP MLPCN 105, GLD-1 RNA inh 5, GRK2 aptamer HTS 0 and MEX-5 binding 0.3.
`O=c1cc(NCCc2ccccc2)c2ccccc2o1` gave MCL1-BIM inh -1, Yeast superoxide 85, CIT2-GFP yeast 99, VLA-4 inh 0, BCLXL inh 8, AGP1-GFP MLPCN 101, GLD-1 RNA inh -2, GRK2 aptamer HTS 0 and MEX-5 binding 2.8.
`CCOC(=O)N1CCC(Nc2nc3ccccc3nc2NS(=O)(=O)c2ccc(Cl)cc2)CC1` gave MCL1-BIM inh 12, Yeast superoxide 93, CIT2-GFP yeast 100, VLA-4 inh -31, BCLXL inh 11, AGP1-GFP MLPCN 98, GLD-1 RNA inh 5, GRK2 aptamer HTS 0 and MEX-5 binding 0.7.
`O=C(CN1CCCCC1)N/N=C/c1ccc(Cl)cc1` gave MCL1-BIM inh 5, Yeast superoxide 102, CIT2-GFP yeast 101, VLA-4 inh 11, BCLXL inh 3, AGP1-GFP MLPCN 111, GLD-1 RNA inh 9, GRK2 aptamer HTS 4 and MEX-5 binding 0.6.
O=C(NNC(=O)c1cc2cc3ccccc3nc2s1)c1ccc(F)cc1 was read as MCL1-BIM inh 24, Yeast superoxide 106, CIT2-GFP yeast 91, VLA-4 inh 14, BCLXL inh 4, AGP1-GFP MLPCN 85, GLD-1 RNA inh 3, GRK2 aptamer HTS 0 and MEX-5 binding 3.6.
CCOC(=O)C1CCN(Cc2ccc(-c3ccccc3)cc2)CC1 was read as Yeast superoxide 95, CIT2-GFP yeast 105, VLA-4 inh 0, AGP1-GFP MLPCN 96, GRK2 aptamer HTS 0 and MEX-5 binding -1.7.
CCOc1cc(C(=O)N(CC)CC(=O)Nc2ccc3c(c2)OCCO3)ccc1OC was read as MCL1-BIM inh -3, Yeast superoxide 91, CIT2-GFP yeast 90, VLA-4 inh 6, BCLXL inh 0, AGP1-GFP MLPCN 89, GLD-1 RNA inh 0 and GRK2 aptamer HTS 1.
Screening Cc1cc(C(F)(F)F)nn1CC(=O)N1CCCC1 returned MCL1-BIM inh 5, Yeast superoxide 94, CIT2-GFP yeast 95, VLA-4 inh 6, BCLXL inh 3, AGP1-GFP MLPCN 97, GLD-1 RNA inh 0, GRK2 aptamer HTS 2 and MEX-5 binding -0.6.
For Cc1ccc(C2c3c(oc4ccccc4c3=O)C(=O)N2c2nnc(C(C)C)s2)o1 (centres undefined) the results were MCL1-BIM inh 4, Yeast superoxide 99, CIT2-GFP yeast 99, VLA-4 inh 11, BCLXL inh 4, AGP1-GFP MLPCN 106, GLD-1 RNA inh 1, GRK2 aptamer HTS 3 and MEX-5 binding 1.8.
Screening CCCCN1CC[C@H]2C=CC[C@@H](C(=O)Nc3ccccc3)[C@H]2C1=O returned MCL1-BIM inh 0, Yeast superoxide 98, CIT2-GFP yeast 70, VLA-4 inh 17, BCLXL inh -3, AGP1-GFP MLPCN 77, GLD-1 RNA inh -1, GRK2 aptamer HTS 0 and MEX-5 binding 2.2.
CCC(Sc1nc(C)cc(C)n1)C(=O)Nc1ccc(S(N)(=O)=O)cc1 (centres undefined) was read as MCL1-BIM inh 7, Yeast superoxide 102, CIT2-GFP yeast 97, VLA-4 inh -1, BCLXL inh 6, AGP1-GFP MLPCN 104, GLD-1 RNA inh 1, GRK2 aptamer HTS 2 and MEX-5 binding -0.9.
C=CCNc1oc(-c2ccco2)nc1S(=O)(=O)c1ccccc1 was read as MCL1-BIM inh 4, Yeast superoxide 99, CIT2-GFP yeast 102, VLA-4 inh -2, BCLXL inh 10, AGP1-GFP MLPCN 101, GLD-1 RNA inh 3, GRK2 aptamer HTS 0 and MEX-5 binding 3.5.
N#C/C(=C/c1cn(-c2ccccc2)nc1-c1cccc(OCc2ccccc2)c1)C(=O)NCCCn1ccnc1 was read as MCL1-BIM inh -8, Yeast superoxide 91, CIT2-GFP yeast 87, VLA-4 inh 13, BCLXL inh -2, AGP1-GFP MLPCN 92, GLD-1 RNA inh -1, GRK2 aptamer HTS 0 and MEX-5 binding -4.0.
CC(=O)C1=C(C)Nc2ncnn2C1c1ccc(C)cc1 (centres undefined) was read as MCL1-BIM inh -10, Yeast superoxide 100, CIT2-GFP yeast 102, VLA-4 inh 4, BCLXL inh -3, AGP1-GFP MLPCN 102, GLD-1 RNA inh 7, GRK2 aptamer HTS 3 and MEX-5 binding -2.6.
COc1ccccc1C(=O)NNc1ncc(C)s1 was read as MCL1-BIM inh 0, Yeast superoxide 106, CIT2-GFP yeast 110, VLA-4 inh 11, BCLXL inh 10, AGP1-GFP MLPCN 103, GLD-1 RNA inh -1, GRK2 aptamer HTS 0 and MEX-5 binding -18.
For Clc1ccc(NC2=NCCCCC2)cc1 the results were MCL1-BIM inh 5, Yeast superoxide 93, CIT2-GFP yeast 95, VLA-4 inh -5, BCLXL inh 1, AGP1-GFP MLPCN 89, GLD-1 RNA inh -5, GRK2 aptamer HTS 0 and MEX-5 binding 0.7.
For COc1cccc(C(=O)NCCS(=O)(=O)NC(C)CCc2ccccc2)c1 (centres undefined) the results were MCL1-BIM inh 1, Yeast superoxide 80, CIT2-GFP yeast 103, VLA-4 inh 14, BCLXL inh 1, AGP1-GFP MLPCN 107, GLD-1 RNA inh 3, GRK2 aptamer HTS 1 and MEX-5 binding 0.6.
`O=C(CSc1cn(CCNC(=O)c2ccccc2)c2ccccc12)NCc1ccco1` gave MCL1-BIM inh -1, Yeast superoxide 100, CIT2-GFP yeast 106, VLA-4 inh 9, BCLXL inh 4, AGP1-GFP MLPCN 98, GLD-1 RNA inh 2, GRK2 aptamer HTS 72* and MEX-5 binding 4.0.
C=CC[C@H](CC(=O)N(CCO)Cc1ccccc1)C(=O)N[C@H](COC(=O)[C@H](CC=C)CC(=O)OC(C)(C)C)Cc1c[nH]c2ccccc12 was read as Yeast superoxide 114, CIT2-GFP yeast 94, VLA-4 inh 4, AGP1-GFP MLPCN 106, GLD-1 RNA inh 6 and GRK2 aptamer HTS 0.
NC(=O)NC(=O)C(Nc1ccc2c(c1)CCC2)c1ccccc1 (centres undefined) was read as MCL1-BIM inh 2, Yeast superoxide 117, CIT2-GFP yeast 94, VLA-4 inh 0, BCLXL inh 6, AGP1-GFP MLPCN 94, GLD-1 RNA inh 2, GRK2 aptamer HTS 0 and MEX-5 binding 2.6.
Cc1ccnc(SCCn2c(N3CCCCC3)nc3c2c(=O)n(C)c(=O)n3C)n1 was read as MCL1-BIM inh 1, Yeast superoxide 104, CIT2-GFP yeast 99, VLA-4 inh 5, BCLXL inh 2, AGP1-GFP MLPCN 105, GLD-1 RNA inh 0, GRK2 aptamer HTS 0 and MEX-5 binding 0.1.
`CCC/C(C#Cc1cc(OC)cc(OC)c1)=C1/c2ccccc2C(=O)N1c1ccccc1` gave Yeast superoxide 102, CIT2-GFP yeast 103, VLA-4 inh -10, AGP1-GFP MLPCN 96, GLD-1 RNA inh 2 and GRK2 aptamer HTS 1.
`CCOC(=O)c1cc(C)sc1/N=C/C1=C(O)CCCC1=O` gave MCL1-BIM inh 5, Yeast superoxide 80, CIT2-GFP yeast 94, VLA-4 inh 5, BCLXL inh 6, AGP1-GFP MLPCN 92, GLD-1 RNA inh 7, GRK2 aptamer HTS 0 and MEX-5 binding -0.9.

A stretch from the list above:
For COc1cccc(C(=O)NCCS(=O)(=O)NC(C)CCc2ccccc2)c1 (centres undefined) the results were MCL1-BIM inh 1, Yeast superoxide 80, CIT2-GFP yeast 103, VLA-4 inh 14, BCLXL inh 1, AGP1-GFP MLPCN 107, GLD-1 RNA inh 3, GRK2 aptamer HTS 1 and MEX-5 binding 0.6.
`O=C(CSc1cn(CCNC(=O)c2ccccc2)c2ccccc12)NCc1ccco1` gave MCL1-BIM inh -1, Yeast superoxide 100, CIT2-GFP yeast 106, VLA-4 inh 9, BCLXL inh 4, AGP1-GFP MLPCN 98, GLD-1 RNA inh 2, GRK2 aptamer HTS 72* and MEX-5 binding 4.0.
C=CC[C@H](CC(=O)N(CCO)Cc1ccccc1)C(=O)N[C@H](COC(=O)[C@H](CC=C)CC(=O)OC(C)(C)C)Cc1c[nH]c2ccccc12 was read as Yeast superoxide 114, CIT2-GFP yeast 94, VLA-4 inh 4, AGP1-GFP MLPCN 106, GLD-1 RNA inh 6 and GRK2 aptamer HTS 0.
NC(=O)NC(=O)C(Nc1ccc2c(c1)CCC2)c1ccccc1 (centres undefined) was read as MCL1-BIM inh 2, Yeast superoxide 117, CIT2-GFP yeast 94, VLA-4 inh 0, BCLXL inh 6, AGP1-GFP MLPCN 94, GLD-1 RNA inh 2, GRK2 aptamer HTS 0 and MEX-5 binding 2.6.
